C-LANA FP – inhibitors of KSHV C-LANA binding to DNA, primary screen, biochemical, fluorescence polarization, FAM-LBS DNA, MBP-C-LANA, single point; Kaposi's sarcoma herpesvirus LANA C-terminal domain (residues 932-1162) DNA binding; inhibition, % at 9 µM; 340,000 tested, 0.078% active; AID 504423, 2011;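 active = highest replicate inhibition at or above 60% at 9 µM, even if other replicates fall short; inactive = all replicates below 60% inhibition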;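 note: 0% = neutral control wells and 100% = 4 µM acridine orange control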
Cardiac RTF inh – cardiac RTF calcium sensitivity inhibitors, primary screen, biochemical, IANBD-TnC fluorescence, EC70 calcium; Troponin I, cardiac muscle (Homo sapiens) + Troponin T, cardiac muscle (Homo sapiens) + …; inhibition, % at 7.15 µM; 340,000 tested, 0.12% active; IANBD-labeled cardiac RTF, Ca2+ fluorescence; AID 493244, 2011;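 active = inhibition above the mean inhibition of all tested compounds plus 3 SD, cut at about 17% in these data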;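 note: assay run at fixed EC70 calcium of 1.6 mM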
NSD2 HMT inh – NSD2 histone methyltransferase inhibitors, primary screen, biochemical, AlphaScreen, single concentration, set 2. Histone-lysine N-methyltransferase NSD2 (Homo sapiens), O96028. AID 743445, 2014. inhibition, % at 12.5 µM. 310,000 tested, 0.54% active. NSD2 peptide methylation, 120 min; in the data active = inhibition above about 50%
Target sequence (O96028 whole entry, looked up): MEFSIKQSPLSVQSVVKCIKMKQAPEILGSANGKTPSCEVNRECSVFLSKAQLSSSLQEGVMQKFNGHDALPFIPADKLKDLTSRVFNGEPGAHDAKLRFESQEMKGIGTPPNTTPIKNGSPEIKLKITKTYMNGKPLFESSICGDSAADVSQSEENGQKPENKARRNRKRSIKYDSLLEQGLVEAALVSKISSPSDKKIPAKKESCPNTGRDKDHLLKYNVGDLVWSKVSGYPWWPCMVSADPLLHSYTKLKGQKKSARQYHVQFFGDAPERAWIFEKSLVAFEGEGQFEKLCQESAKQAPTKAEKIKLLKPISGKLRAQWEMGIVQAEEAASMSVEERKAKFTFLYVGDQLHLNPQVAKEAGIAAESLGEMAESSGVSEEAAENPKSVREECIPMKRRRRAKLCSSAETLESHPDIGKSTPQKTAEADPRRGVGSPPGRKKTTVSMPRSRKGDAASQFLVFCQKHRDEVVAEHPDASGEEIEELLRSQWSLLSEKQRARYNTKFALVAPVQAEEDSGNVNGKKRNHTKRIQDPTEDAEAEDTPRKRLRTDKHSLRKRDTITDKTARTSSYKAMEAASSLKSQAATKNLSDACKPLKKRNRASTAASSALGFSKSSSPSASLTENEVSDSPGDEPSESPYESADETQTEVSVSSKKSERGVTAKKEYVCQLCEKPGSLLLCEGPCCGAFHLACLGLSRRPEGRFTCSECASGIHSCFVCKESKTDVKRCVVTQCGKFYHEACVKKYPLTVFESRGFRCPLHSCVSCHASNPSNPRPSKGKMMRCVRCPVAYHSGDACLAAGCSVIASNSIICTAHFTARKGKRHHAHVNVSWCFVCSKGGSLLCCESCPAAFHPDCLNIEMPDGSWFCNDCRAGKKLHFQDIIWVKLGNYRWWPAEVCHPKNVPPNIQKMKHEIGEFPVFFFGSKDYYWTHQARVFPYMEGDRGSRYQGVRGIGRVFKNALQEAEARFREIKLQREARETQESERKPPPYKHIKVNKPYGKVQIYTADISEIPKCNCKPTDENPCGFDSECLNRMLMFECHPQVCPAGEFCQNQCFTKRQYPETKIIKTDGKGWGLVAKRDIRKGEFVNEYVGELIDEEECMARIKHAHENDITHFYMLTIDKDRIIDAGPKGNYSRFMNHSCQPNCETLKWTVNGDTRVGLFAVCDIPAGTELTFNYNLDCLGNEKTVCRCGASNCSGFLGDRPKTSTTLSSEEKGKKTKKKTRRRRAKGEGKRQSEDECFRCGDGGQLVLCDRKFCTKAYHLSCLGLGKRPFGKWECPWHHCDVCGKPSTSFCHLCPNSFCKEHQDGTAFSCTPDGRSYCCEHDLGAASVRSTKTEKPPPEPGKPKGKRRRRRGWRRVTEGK
PvdQ acylase – P. aeruginosa PvdQ acylase inhibitors, primary screen, biochemical, fluorescence, plate reader and imaging, single point; PvdQ acylase [Pseudomonas aeruginosa LESB58]; AID 488965, 2010; inhibition, % at 10 µM; 340,000 tested, 0.063% active; purified PvdQ acylase; in the data active = inhibition above about 30%, passing the limit was not always enough;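 note: 0% = vehicle neutral wells and 100% = reference inhibitor wells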
SR-BI DiI inh – inhibitors of SR-BI mediated HDL lipid uptake, primary screen, ldlA[mSR-BI] cells, fluorescence, single point; inhibition, % at 12.5 µM; 320,000 tested, 0.96% active; Scavenger receptor class B member 1 (Mus musculus), Q61009; ldlA[mSR-BI] CHO cells, DiI-HDL uptake fluorescence, 3 h;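 active = mean replicate inhibition of at least 70% and a set share of replicates each scoring 70 or more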;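 note: 0% = median of neutral control wells and 100% = median of positive control wells; values of inactives mirror those of a sister screen read the other way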
Keap1-Nrf2 PPI – Keap1-Nrf2 protein-protein interaction inhibitors, primary screen, biochemical, fluorescence polarization, single point | Kelch-like ECH-associated protein 1 (Homo sapiens), Q14145 | Keap1 Kelch-Nrf2 peptide fluorescence polarization, 1536-well | inhibition, % at 9.4 µM | 340,000 tested, 0.15% active | AID 504523, 2011; in the data active = inhibition above about 12%;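 note: human Keap1 Kelch domain with fluorescein labeled Nrf2 9mer peptide probe; 0% = neutral control wells and 100% = peptide positive control; higher means more block of Keap1 binding to Nrf2 peptide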
DAGLB inhibitor – DAGLB lipase inhibitors, primary screen, biochemical, fluorescence, HTS; HEK293T DAGLB membrane lysate, EnzChek fluorogenic substrate; AID 504411, 2011; inhibition, % at 5.17 µM; 340,000 tested, 0.059% active; Diacylglycerol lipase-beta (Homo sapiens), Q8NCG7; in the data active = inhibition above about 34%;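 note: 0% = enzyme with vehicle and 100% = wells lacking enzyme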
PKA-R2B act – activators of PKA-R2B holoenzyme, primary screen, biochemical, fluorescence polarization, Cy5-IP20, human. PKA-R2B holoenzyme dissociation; R2B truncated from residue 108, S112A mutant; 0% DMSO only, 100% 113 µM cGMP. activation, % at 11.4 µM. 340,000 tested, 0.079% active. AID 504700, 2011;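 active = activation above a cutoff set at the mean over all compounds plus 3 SD, cut at about 18% in these data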;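 note: higher means more holoenzyme dissociation and a rise in polarization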
Arrestin-AP2 inh – inhibitors of beta-arrestin/AP2 binding, primary screen, biochemical, GPCR trafficking, flow cytometry. FITC-arrestin peptide / GST-AP2 beads; AP2 beta2 appendage carries R879A mutation. 340,000 tested, 0.31% active. inhibition, % at 10 µM. beta-arrestin 1 C-terminal peptide binding to AP2 beta2-adaptin appendage (human);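 active = inhibition above a set limit, near 3 SD of compounds lacking own fluorescence, cut at about 54% in these data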;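 note: plate controls were DMSO wells for no effect and 5 µM unlabelled arrestin peptide for full effect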
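Assay system: GST-AP2 R879A bound to glutathione beads, E. coli-expressed; Medium: PBS with 0.05% Tween 20 and 0.1% BSA; Also added: fluorescein-tagged arrestin peptide at 50 nM final; Timing: 12 min plus 1 h, RT; Measured by: flow cytometry, FL1 (488/535 nm); Evaluation: percent drop in bead-associated FITC signal.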
SR-BI DiI-HDL act – activators of SR-BI mediated DiI-HDL uptake, primary screen, ldlA[mSR-BI] CHO cells, DiI fluorescence. activation, % at 12.5 µM. 320,000 tested, 0.096% active. 3 h; 100 = double the neutral-control signal;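 active = mean replicate activation of at least 60% and every replicate at or above 60%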;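 note: 0% = median plate neutral-control signal and 100% = twice that signal; values of inactives mirror those of a sister screen read the other way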
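System: LDL receptor-deficient CHO ldlA cells overexpressing murine SR-BI | Timing: 3 h uptake period with compound, 37 °C | Medium: HEPES-buffered (25 mM, pH 7.4) F12 plus 0.5% BSA | Dosing: Single-point compound dose | Signal: Bottom-read fluorescence, 550/595 nm | Read-out: Retained DiI signal reflecting DiI-HDL uptake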
* = called active by the depositor; x = no result given.

SMILES	C-LANA FP	Cardiac RTF inh	NSD2 HMT inh	PvdQ acylase	SR-BI DiI inh	Keap1-Nrf2 PPI	DAGLB inhibitor	PKA-R2B act	Arrestin-AP2 inh	SR-BI DiI-HDL act
O=C(COC(=O)c1ccc(Oc2ccccc2)cc1)Nc1nnc(-c2ccccc2)o1	-0.4	7.5	x	-5.7	-13.1	0.7	5.9	7.7	2.2	13.1
Cc1cc(NC(=O)OC2CCCCC2)ccc1[N+](=O)[O-]	-0.2	1.8	-0.2	6.2	28.4	2.0	-8.5	-8.1	20.1	-28.4
O=C(CN1CCN(c2ccc(O)cc2)CC1)NCC(=O)Nc1ccc(F)c(F)c1F	-0.5	-1.1	1.0	17.7	16.7	-1.0	-0.4	-1.9	-0.5	-16.7
CCOc1ccccc1C(=O)Nc1ccccc1O	-2.0	-17.6	-0.9	-13.2	15.7	-1.5	-1.4	-1.7	-5.5	-15.7
Cc1ccc(S(=O)(=O)NCc2ccccc2)cc1	-6.6	0.9	-2.7	5.1	7.5	0.7	-1.8	7.2	55.6*	-7.5
Cc1ccc(NC(=O)CCSc2nnc(-c3ccco3)o2)cc1	0.8	6.6	-1.5	-6.5	-27.0	1.1	-0.3	11.6	5.7	27.0
Cc1ccccc1Cn1cc(NC(=O)c2cc(-c3ccco3)on2)cn1	1.1	-15.4	-4.7	-1.7	x	-6.6	1.2	3.3	11.6	x
O=C(C1COc2ccccc2O1)N1CCN(c2ccc(F)cc2)CC1 (configuration not stated)	-0.4	0.8	0.5	-1.6	8.3	3.5	-9.6	-2.3	9.8	-8.3
CC(Sc1nnc(NC2CCCCC2)s1)C(=O)N1CCOCC1 (configuration not stated)	0.2	-3.3	-0.4	-13.8	-30.1	-5.5	1.7	-10.7	-7.7	30.1
CCc1ccc(C(=O)NNC(=O)c2cccc(S(=O)(=O)N3CCN(C)CC3)c2)cc1	0.5	-1.5	2.1	7.2	-8.0	2.0	-0.2	0.4	-3.5	8.0
CCCCCNC(=O)C(C)NS(=O)(=O)c1ccc(OC)cc1 (configuration not stated)	-0.4	-7.0	-1.5	-4.5	0.7	0.3	0.8	2.5	-13.1	-0.7
Cc1ccc(C)n1-n1c(C)nc2scc(-c3ccccc3)c2c1=O	0.4	-4.8	9.2	-12.8	24.4	-6.2	-6.6	-0.7	-1.3	-24.4
CCC(C)Sc1cccc(-c2nc3cc(C)ccn3c2NCc2ccccc2)c1 (configuration not stated)	-1.2	-3.7	-1.4	-16.7	11.5	-3.5	-6.1	9.1	7.2	-11.5
O=C(NCCc1ccccc1)C1CCN(S(=O)(=O)N2CCOCC2)CC1	-1.0	-5.1	0.0	3.9	16.0	2.5	0.5	12.7	36.5	-16.0
COc1ccc(CC(=O)Nc2oc(-c3ccccc3)c(-c3ccccc3)c2C#N)cc1OC	1.6	-3.6	-0.6	0.2	66.7	4.0	-1.0	-3.8	0.2	-66.7
Nn1c(Cc2ccccc2)n[nH]c1=S	-0.3	-2.5	-6.6	-11.9	-17.0	3.6	-1.8	-3.8	-27.1	17.0
O=C(C[C@@H]1C/C=C\CCCC(=O)OC[C@@H]2CCCN2C1=O)N[C@@H](CO)Cc1ccccc1	1.7	9.0	x	-15.6	-23.7	-5.1	-4.9	-7.3	-1.1	23.7
CC(=O)C(N=Nc1ccccc1)(Sc1nnc(-c2ccccc2)n1-c1ccccc1)C(=O)Nc1ccccc1 (configuration not stated)	-0.4	-2.8	4.4	-7.2	-5.8	3.5	-20.1	0.1	7.0	5.8
COCc1cc(C2C(C(=O)c3ccco3)=C(O)C(=O)N2CCOCCO)ccc1O (configuration not stated)	0.4	4.8	-3.4	0.6	-9.6	-1.2	0.8	-7.7	-2.2	9.6
O=S(=O)(c1ccc(SCCO)nc1)N1CCOCC1	0.6	-3.4	-0.7	-10.5	-6.4	3.8	-3.0	3.0	-10.1	6.4
CSc1ccc(/C=N/NC(=O)c2cccc(O)c2)cc1	0.8	-1.9	-1.9	2.1	-3.2	5.1	4.5	12.0	-8.3	3.2
COc1cc(Cl)c(C)cc1NC(=O)CCN1C(=O)NC(C)(C)C1=O	-0.8	2.2	-2.6	-9.4	32.8	3.3	-0.8	-1.7	-5.6	-32.8
CC(Oc1ccccc1)C(=O)N=C1SC2CS(=O)(=O)CC2N1c1cccc(F)c1 (configuration not stated)	-0.7	-4.4	-0.9	-18.5	-12.1	0.2	-2.9	-3.5	1.6	12.1
Cc1cccc(C)c1NC(=O)COC(=O)c1ccccc1Nc1ccccc1	-0.2	-4.4	0.0	-4.1	82.1*	4.5	0.9	-1.0	33.6	-82.1
CC(C)Oc1ccc(Cn2c(=O)oc3ccccc32)cc1	-0.6	1.6	2.0	1.3	-1.8	2.7	-6.0	-2.7	4.3	1.8
C=CCNCCOCCOc1ccc(C)cc1[N+](=O)[O-]	-1.3	-15.8	11.6	-7.8	2.8	-1.1	-1.2	-3.9	5.0	-2.8
N#Cc1ccc(CSc2nnc(NC(=O)CCc3nc4ccccc4c(=O)[nH]3)s2)cc1	0.0	-17.0	-1.1	-13.3	-35.9	-0.2	3.5	1.2	-4.3	35.9
O=C(C=Cc1ccc2c(c1)OCO2)OCC=Cc1ccc2c(c1)OCO2	0.8	-2.1	-0.5	-13.0	-14.1	-1.5	-13.1	1.6	-17.7	14.1
CCOc1ccccc1CNC(=O)Cn1c(=O)oc2ccccc21	-0.5	-3.2	x	-7.0	10.9	3.7	-2.2	-14.4	-9.1	-10.9
CC(=O)Nc1ccc(NC(=O)CN(c2cccc(C)c2)S(C)(=O)=O)cc1	1.6	-9.1	6.7	-5.3	-2.8	-4.8	3.9	-3.2	-5.7	2.8

Not a retest: entries from further up.
SMILES	C-LANA FP	Cardiac RTF inh	NSD2 HMT inh	PvdQ acylase	SR-BI DiI inh	Keap1-Nrf2 PPI	DAGLB inhibitor	PKA-R2B act	Arrestin-AP2 inh	SR-BI DiI-HDL act
Nn1c(Cc2ccccc2)n[nH]c1=S	-0.3	-2.5	-6.6	-11.9	-17.0	3.6	-1.8	-3.8	-27.1	17.0
O=C(C[C@@H]1C/C=C\CCCC(=O)OC[C@@H]2CCCN2C1=O)N[C@@H](CO)Cc1ccccc1	1.7	9.0	x	-15.6	-23.7	-5.1	-4.9	-7.3	-1.1	23.7
CC(=O)C(N=Nc1ccccc1)(Sc1nnc(-c2ccccc2)n1-c1ccccc1)C(=O)Nc1ccccc1 (configuration not stated)	-0.4	-2.8	4.4	-7.2	-5.8	3.5	-20.1	0.1	7.0	5.8
COCc1cc(C2C(C(=O)c3ccco3)=C(O)C(=O)N2CCOCCO)ccc1O (configuration not stated)	0.4	4.8	-3.4	0.6	-9.6	-1.2	0.8	-7.7	-2.2	9.6
O=S(=O)(c1ccc(SCCO)nc1)N1CCOCC1	0.6	-3.4	-0.7	-10.5	-6.4	3.8	-3.0	3.0	-10.1	6.4
CSc1ccc(/C=N/NC(=O)c2cccc(O)c2)cc1	0.8	-1.9	-1.9	2.1	-3.2	5.1	4.5	12.0	-8.3	3.2
COc1cc(Cl)c(C)cc1NC(=O)CCN1C(=O)NC(C)(C)C1=O	-0.8	2.2	-2.6	-9.4	32.8	3.3	-0.8	-1.7	-5.6	-32.8
CC(Oc1ccccc1)C(=O)N=C1SC2CS(=O)(=O)CC2N1c1cccc(F)c1 (configuration not stated)	-0.7	-4.4	-0.9	-18.5	-12.1	0.2	-2.9	-3.5	1.6	12.1
Cc1cccc(C)c1NC(=O)COC(=O)c1ccccc1Nc1ccccc1	-0.2	-4.4	0.0	-4.1	82.1*	4.5	0.9	-1.0	33.6	-82.1

(continued)
SMILES	C-LANA FP	Cardiac RTF inh	NSD2 HMT inh	PvdQ acylase	SR-BI DiI inh	Keap1-Nrf2 PPI	DAGLB inhibitor	PKA-R2B act	Arrestin-AP2 inh	SR-BI DiI-HDL act
O=C(COc1ccc(Cl)cc1Cl)Nc1ccc(Cl)cn1	-0.6	9.1	x	-2.3	-10.5	6.6	-20.9	-4.7	9.1	10.5
Cc1cccc(Nc2sc(C(=O)c3cc4cc(Cl)ccc4o3)c(N)c2C#N)c1	0.6	-3.1	0.0	-4.7	x	-4.0	0.2	-4.6	19.3	x
COc1ccc(NC(=O)CC2C(=O)N(c3cccc(OC)c3)C(=O)N2C2CCCCC2)cc1 (configuration not stated)	-0.7	0.6	-3.7	-6.3	7.9	2.4	-0.3	-1.9	1.5	-7.9
CCOc1ccc(CCNC(=O)CCC(=O)c2cccs2)cc1OCC	-1.5	-4.8	-2.5	-12.2	26.5	-2.5	-0.8	1.4	-3.0	-26.5
CN(C)c1ccc(N2C(=O)CSC2=S)cc1	3.0	-6.5	7.9	0.8	x	2.8	3.1	-5.3	-3.4	x
Cc1cccc2cc(C#N)c(SCC(=O)NCC3CCCO3)nc12 (configuration not stated)	-2.0	-4.6	-3.3	-4.2	18.3	-0.8	0.3	-2.5	7.1	-18.3
CCCOc1ccc(NC(=O)CC2C(=O)N(CC)C(=S)N2CCCN2CCN(Cc3ccccc3)CC2)cc1 (configuration not stated)	-1.2	-5.6	2.8	1.6	-13.5	5.6	0.6	-2.3	-3.2	13.5
COc1cc2c(cc1OC)-c1nnc(-c3ccco3)n1C1(CCCC1)C2	-0.3	-7.9	-2.2	-15.4	14.8	-5.0	-1.0	-3.4	15.1	-14.8
COc1ccc(OC)c(N(CC(=O)N2CCC(C)CC2)S(=O)(=O)c2ccc(OC)c(OC)c2)c1	0.3	0.2	-1.2	4.7	-15.4	-0.6	0.6	-8.9	22.0	15.4
CCOC(=O)C1CCCN(Cc2c(C(=O)N3CCOCC3)nc3ccccn23)C1 (configuration not stated)	7.5	-2.4	-3.3	3.3	-2.3	5.3	-3.1	-5.9	14.1	2.3

Not a hit list. About 2.1% of those tested had a hit in this group.
